Screens deposited in PubChem by several laboratories.
MT1-MMP act inh: MT1-MMP (human) activation inhibition; P50281; HT1080 RFP-PRO-GFP cells, GFP/RFP ratio fluorescence, overnight; percent of plate control window, DMSO zero; GFP/RFP ratio change, % at 20 µM; actives 0.061% (n = 360,000);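 active = GFP/RFP ratio change of at least 30% with cell ATP level not reduced by more than half and red fluorescence within 50% of control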; note: strong numbers were not always called active
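Assay system: HT1080 RFP-PRO-GFP cells. Benchmarks: DMSO vehicle wells and RFP-L50D-GFP reporter cell wells. Times: overnight cell settling, then overnight compound exposure, 37 °C, 5% CO2. Compound: 20 µM single dose, 1% DMSO. Read-out basis: GFP/RFP fluorescence ratio.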
SKN-1 inh: blocks SKN-1 activity in C. elegans; C. elegans VP596 Pgst-4::GFP/RFP ratio, acrylamide-induced, 24 h; inhibition, % at 21.8 µM; actives 0.49% (n = 360,000);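 active = interference check ratio from 0.5 to 1.5 plus GFP to RFP signal ratio inhibition reaching or exceeding a fixed threshold, cut at about 30% in these data, passing the limit was not always enough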; note: some compounds called inactive have numbers as strong as hits
CSN deneddyl inh: blocks human CSN-mediated cullin deneddylation; Purified CSN, SCF-Nedd8-OG deneddylation, fluorescence polarization; actives 0.38% (n = 360,000); Q92905; inhibition, % at 12.5 µM; AID 651999;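 active = pattern-corrected inhibition above about 35%, with an unprinted fluorescence ratio check between 0.5 and 1.5, limit read from the data, passing the limit was not always enough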;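 note: 0% = enzyme with substrate and 100% = substrate without enzyme; some results filed as inactive read as strong as hits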
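test system = HEK293T-derived human Csn5 enzyme | amount = 0.24 nM Csn5 enzyme, final concentration | medium = Tris/NaCl/DTT buffer, pH 7.5 | schedule = 90 min reaction at room temperature | signal = FP | evaluation = inhibition of Csn5 cleavage, % | compound dosing = single dose of 12.5 µM compound with 0.25% DMSO | probe or stimulus = 10 nM SCFSkp2-Nedd8OG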
MLLE-PAM2 inh: blocks PAM2 peptide binding to the PABP1 MLLE domain; P11940; GST-MLLE / FITC-PAM2 fluorescence polarization; inhibition, % at 20 µM; actives 0.36% (n = 360,000); in the data active = inhibition above about 35%, passing the limit was not always enough;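 note: plate controls were DMSO wells with GST-MLLE for no effect and wells lacking GST-MLLE protein for full effect; some results filed as inactive read as strong as hits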
Neddyl block: inhibitors of human cullin neddylation. P61081+Q13564. AID 651699. actives 0.58% (n = 360,000). TR-FRET cullin neddylation, biochemical. calls only at 25 µM; in the data active = inhibition above about 36%
Rpn11 block: blocks the human proteasome subunit Rpn11; human 26S proteasome, Ub4-pepOG fluorescence polarization; 20S core pre-blocked with epoxomicin; calls only at 20 µM; actives 0.59% (n = 360,000);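 active = inhibition at 20 µM, scaled to each plate's controls, above about 33%, limit read from the data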
FAS TE block: inhibitors of human fatty acid synthase thioesterase domain; P49327; recombinant FAS-TE, OMFH fluorogenic substrate, fluorescence endpoint; inhibition, % at 15 µM; actives 0.67% (n = 360,000);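 active = compounds whose normalised, plate-corrected inhibition of enzyme fluorescence in the single-dose primary screen is 50% or more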;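 note: 0% = DMSO with enzyme and 100% = substrate without enzyme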
NadD inh: inhibitors of Staphylococcus aureus NadD; purified NadD enzyme, colorimetric absorbance read-out; inhibition, % at 20 µM; actives 0.78% (n = 360,000); AID 602399; in the data active = inhibition above about 26%; note: some compounds past the cut are filed as inactive
Rin1 Abl inh: blocks binding of human Rin1 to Abl; P00519+Q13671; TR-FRET Rin1/Abl binding, biochemical; inhibition, % at 7.35 µM; actives 0.4% (n = 360,000); AID 588664; in the data active = inhibition above about 5%, passing the limit was not always enough
Target sequence (P00519 whole entry, looked up): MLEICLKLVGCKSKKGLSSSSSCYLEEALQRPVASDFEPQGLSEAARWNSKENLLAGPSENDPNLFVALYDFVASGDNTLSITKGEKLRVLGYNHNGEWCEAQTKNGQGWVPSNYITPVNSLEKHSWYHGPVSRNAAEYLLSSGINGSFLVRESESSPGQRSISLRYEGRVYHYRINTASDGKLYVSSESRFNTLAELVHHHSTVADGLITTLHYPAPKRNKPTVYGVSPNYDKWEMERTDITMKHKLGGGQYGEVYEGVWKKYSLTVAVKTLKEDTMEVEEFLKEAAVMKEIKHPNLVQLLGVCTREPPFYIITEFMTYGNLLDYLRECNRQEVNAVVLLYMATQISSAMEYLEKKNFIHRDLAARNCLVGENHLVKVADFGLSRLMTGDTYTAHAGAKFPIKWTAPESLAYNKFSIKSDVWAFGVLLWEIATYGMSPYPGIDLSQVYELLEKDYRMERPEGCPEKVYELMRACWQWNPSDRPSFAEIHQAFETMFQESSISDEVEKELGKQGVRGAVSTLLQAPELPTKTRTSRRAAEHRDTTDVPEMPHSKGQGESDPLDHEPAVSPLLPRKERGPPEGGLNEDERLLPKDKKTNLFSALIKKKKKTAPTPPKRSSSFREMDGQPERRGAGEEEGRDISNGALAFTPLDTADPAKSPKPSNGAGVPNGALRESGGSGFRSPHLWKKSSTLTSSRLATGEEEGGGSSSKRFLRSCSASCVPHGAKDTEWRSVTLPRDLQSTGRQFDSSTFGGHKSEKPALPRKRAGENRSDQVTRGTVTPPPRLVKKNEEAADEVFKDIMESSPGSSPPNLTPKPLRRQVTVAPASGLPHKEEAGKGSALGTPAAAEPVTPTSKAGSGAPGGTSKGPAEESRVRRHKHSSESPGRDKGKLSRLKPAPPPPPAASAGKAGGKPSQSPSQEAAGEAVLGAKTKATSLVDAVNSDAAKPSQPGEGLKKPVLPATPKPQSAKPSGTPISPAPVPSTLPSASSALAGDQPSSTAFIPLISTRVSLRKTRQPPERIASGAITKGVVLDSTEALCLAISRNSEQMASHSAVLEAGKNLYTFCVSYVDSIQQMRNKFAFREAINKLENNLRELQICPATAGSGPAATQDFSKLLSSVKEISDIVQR
Target sequence (Q13671 whole entry, looked up): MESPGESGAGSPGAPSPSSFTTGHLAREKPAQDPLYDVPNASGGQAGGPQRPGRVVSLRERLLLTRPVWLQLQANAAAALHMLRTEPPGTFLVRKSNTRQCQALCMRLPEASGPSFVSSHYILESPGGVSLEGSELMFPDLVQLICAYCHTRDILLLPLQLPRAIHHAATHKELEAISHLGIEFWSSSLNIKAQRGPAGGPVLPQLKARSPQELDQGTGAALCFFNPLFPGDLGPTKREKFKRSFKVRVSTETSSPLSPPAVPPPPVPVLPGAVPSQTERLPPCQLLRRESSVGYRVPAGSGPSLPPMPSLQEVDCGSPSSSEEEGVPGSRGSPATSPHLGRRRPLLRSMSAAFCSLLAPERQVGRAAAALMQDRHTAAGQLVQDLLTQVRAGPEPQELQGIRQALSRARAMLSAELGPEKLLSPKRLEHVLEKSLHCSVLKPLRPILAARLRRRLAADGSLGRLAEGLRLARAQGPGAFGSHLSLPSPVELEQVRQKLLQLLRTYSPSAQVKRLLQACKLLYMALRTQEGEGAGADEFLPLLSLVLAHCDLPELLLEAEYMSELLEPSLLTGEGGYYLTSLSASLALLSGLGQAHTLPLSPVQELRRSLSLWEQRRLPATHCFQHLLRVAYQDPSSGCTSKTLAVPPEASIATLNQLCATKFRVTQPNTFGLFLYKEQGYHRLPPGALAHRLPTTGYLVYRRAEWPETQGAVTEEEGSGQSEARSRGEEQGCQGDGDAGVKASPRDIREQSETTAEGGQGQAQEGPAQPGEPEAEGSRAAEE
Numbers without * were called inactive. Hits appear at their usual frequency; any-hit rate near 3.9%.

CC(=O)Nc1ccc(-c2csc(NC(C)c3ccccc3)n2)cc1 (stereo not drawn) was read as MT1-MMP act inh 0, SKN-1 inh 6, CSN deneddyl inh -3, MLLE-PAM2 inh -35, Neddyl block inactive, Rpn11 block inactive, FAS TE block -6, NadD inh -3 and Rin1 Abl inh 1.
`O=C(Nc1ccc2c(c1)OCO2)N1CCN(S(=O)(=O)c2ccc(Cl)cc2)CC1` gave MT1-MMP act inh 5, SKN-1 inh -15, CSN deneddyl inh -1, MLLE-PAM2 inh 11, Neddyl block inactive, Rpn11 block inactive, FAS TE block 2, NadD inh -4 and Rin1 Abl inh -3.
`COc1ccc(NC(=O)c2ccccn2)cc1OC` gave MT1-MMP act inh 1, SKN-1 inh 1, CSN deneddyl inh -3, MLLE-PAM2 inh -33, Neddyl block inactive, Rpn11 block inactive, FAS TE block -1, NadD inh 0 and Rin1 Abl inh 1.
For Cc1ccccc1C(=NC(=O)c1ccccc1)c1ccccc1 the results were MT1-MMP act inh 0, SKN-1 inh 10, CSN deneddyl inh 2, MLLE-PAM2 inh -1, Neddyl block inactive, Rpn11 block inactive, FAS TE block 14, NadD inh 0 and Rin1 Abl inh -1.
For CC1(C(=O)NCc2ccccc2)Oc2ccccc2NC1=O (stereo not drawn) the results were MT1-MMP act inh 1, SKN-1 inh -18, CSN deneddyl inh 2, MLLE-PAM2 inh -15, Neddyl block inactive, Rpn11 block inactive, FAS TE block -6, NadD inh -7 and Rin1 Abl inh 1.
CC(C)CC(=O)Nc1ccc(C(=O)CN2CCN(c3ccc(O)cc3)CC2)cc1 was read as MT1-MMP act inh -4, SKN-1 inh 17, CSN deneddyl inh 0, MLLE-PAM2 inh -7, Neddyl block inactive, Rpn11 block inactive, FAS TE block -3, NadD inh 5 and Rin1 Abl inh 2.
`OCCN1CCN(c2ncnc3c2ncn3[C@H]2CN(Cc3ccc(F)cc3)C[C@@H](CO)O2)CC1` gave MT1-MMP act inh 2, SKN-1 inh 9, CSN deneddyl inh -2, MLLE-PAM2 inh 6, Neddyl block inactive, Rpn11 block inactive, FAS TE block -10, NadD inh 1 and Rin1 Abl inh -3.
Screening Cc1nc2ccccc2c(-c2ccccc2)c1C(=O)c1ccccc1 returned MT1-MMP act inh 9, SKN-1 inh 7, CSN deneddyl inh -2, MLLE-PAM2 inh 4, Neddyl block inactive, Rpn11 block inactive, FAS TE block 16, NadD inh 1 and Rin1 Abl inh 4.
Screening COc1cc(NC(=O)Cn2cnc(S(=O)(=O)N3CCC(C)CC3)c2)cc(OC)c1OC returned MT1-MMP act inh 2, SKN-1 inh 5, CSN deneddyl inh -1, MLLE-PAM2 inh 2, Neddyl block inactive, Rpn11 block inactive, FAS TE block -9, NadD inh 0 and Rin1 Abl inh 2.
Screening CCOC(=O)N1CCN(CC(=O)Nc2cc(C)nn2-c2nc3ccccc3s2)CC1 returned MT1-MMP act inh -11, SKN-1 inh 12, CSN deneddyl inh -1, MLLE-PAM2 inh -3, Neddyl block inactive, Rpn11 block inactive, FAS TE block 21, NadD inh -7 and Rin1 Abl inh 3.
`CCOc1cc(C2C(C(=O)c3ccc(C)o3)=C(O)C(=O)N2CCc2ccccc2)ccc1O` (stereo not drawn) gave MT1-MMP act inh -5, SKN-1 inh 10, CSN deneddyl inh -3, MLLE-PAM2 inh -13, Neddyl block inactive, Rpn11 block inactive, FAS TE block -4, NadD inh 20 and Rin1 Abl inh -2.
`O=C(CC(c1ccccc1)c1cc(Cl)ccc1O)N1CCOCC1` (stereo not drawn) gave MT1-MMP act inh -5, SKN-1 inh -17, CSN deneddyl inh -4, MLLE-PAM2 inh -9, Neddyl block inactive, Rpn11 block inactive, FAS TE block 1, NadD inh 3 and Rin1 Abl inh 6.
Screening Cn1nc(C(=O)O)c(=O)n(C)c1=O returned MT1-MMP act inh 1, SKN-1 inh -3, CSN deneddyl inh 2, MLLE-PAM2 inh 40*, Neddyl block inactive, Rpn11 block inactive, FAS TE block -5, NadD inh 4 and Rin1 Abl inh 3.
Screening Cc1ccc(/C=N\NC(=O)COc2ccc(C)cc2[N+](=O)[O-])cc1 returned MT1-MMP act inh 1, SKN-1 inh -14, CSN deneddyl inh 2, MLLE-PAM2 inh 7, Neddyl block inactive, Rpn11 block inactive, FAS TE block 4, NadD inh -2 and Rin1 Abl inh 4.
Cc1ccc(-c2nn(C)c(=O)c3ccccc23)cc1S(=O)(=O)N1CCCC1 was read as MT1-MMP act inh 4, SKN-1 inh 9, CSN deneddyl inh -3, MLLE-PAM2 inh -8, Neddyl block inactive, Rpn11 block inactive, FAS TE block 10, NadD inh -2 and Rin1 Abl inh -2.
COc1ccc(CN(C)C(=O)CCCNC(=O)c2ccc(Cl)cc2)cc1 was read as MT1-MMP act inh 1, SKN-1 inh -1, CSN deneddyl inh 0, MLLE-PAM2 inh -91, Neddyl block inactive, Rpn11 block inactive, FAS TE block 0, NadD inh -3 and Rin1 Abl inh 1.
Screening COc1cc2c(cc1OC)C(SC)=NC1(CCCC1)C2 returned MT1-MMP act inh -3, SKN-1 inh 9, CSN deneddyl inh 5, MLLE-PAM2 inh 4, Neddyl block inactive, Rpn11 block inactive, FAS TE block 32, NadD inh -4 and Rin1 Abl inh 4.
Screening Cc1cc(C)nc(NC(=O)COc2cc(Cl)cc(Cl)c2)n1 returned MT1-MMP act inh 7, SKN-1 inh -9, CSN deneddyl inh 3, MLLE-PAM2 inh -3, Neddyl block inactive, Rpn11 block inactive, FAS TE block -2, NadD inh 4 and Rin1 Abl inh 1.
Screening O=C(COc1ccc2c3c(c(=O)oc2c1)CCCC3)N[C@@H](Cc1ccccc1)C(=O)O returned MT1-MMP act inh 3, SKN-1 inh 12, CSN deneddyl inh 1, MLLE-PAM2 inh -3, Neddyl block active, Rpn11 block inactive, FAS TE block -2, NadD inh -2 and Rin1 Abl inh 0.
For Cc1cc(O)ccc1NC(=O)Cc1cccc2ccccc12 the results were MT1-MMP act inh 2, SKN-1 inh 1, CSN deneddyl inh 3, MLLE-PAM2 inh 3, Neddyl block inactive, Rpn11 block inactive, FAS TE block -2, NadD inh -5 and Rin1 Abl inh -3.
`O=C(NC(=S)Nc1ccc(CN2CCCCC2)cc1)c1ccco1` gave MT1-MMP act inh 4, SKN-1 inh -2, CSN deneddyl inh -12, MLLE-PAM2 inh 36*, Neddyl block inactive, Rpn11 block inactive, FAS TE block -3, NadD inh -2 and Rin1 Abl inh -1.
COc1ccccc1C(=O)COC(=O)Cc1ccccc1F was read as MT1-MMP act inh -1, SKN-1 inh 19, CSN deneddyl inh 3, MLLE-PAM2 inh 15, Neddyl block inactive, Rpn11 block inactive, FAS TE block 8, NadD inh -8 and Rin1 Abl inh 2.
Screening CCOC(=O)CSc1nnc(Cn2c(=O)sc3ccccc32)n1C returned MT1-MMP act inh 5, SKN-1 inh 4, CSN deneddyl inh -2, MLLE-PAM2 inh 1, Neddyl block inactive, Rpn11 block inactive, FAS TE block -6, NadD inh 3 and Rin1 Abl inh 3.
Screening CCCN(C(=O)c1ccc(N2CCCC2=O)cc1)c1c(N)n(Cc2ccccc2)c(=O)[nH]c1=O returned MT1-MMP act inh -1, SKN-1 inh 5, CSN deneddyl inh -3, MLLE-PAM2 inh -8, Neddyl block inactive, Rpn11 block inactive, FAS TE block -5, NadD inh 6 and Rin1 Abl inh -3.
`CCOc1cc(CNCc2ccccn2)cc(Cl)c1OC` gave MT1-MMP act inh -11, SKN-1 inh 0, CSN deneddyl inh 4, MLLE-PAM2 inh -10, Neddyl block inactive, Rpn11 block inactive, FAS TE block -5, NadD inh -2 and Rin1 Abl inh 0.
`O=C(N/N=C/c1ccc([N+](=O)[O-])o1)C1CC1` gave MT1-MMP act inh -2, SKN-1 inh 8, CSN deneddyl inh 6, MLLE-PAM2 inh -1, Neddyl block inactive, Rpn11 block inactive, FAS TE block 2, NadD inh 0 and Rin1 Abl inh 2.
CC(=O)Nc1ccc(NC(=O)CSc2nc3nc(C)cc(C)c3c(=O)[nH]2)cc1 was read as MT1-MMP act inh 2, SKN-1 inh -16, CSN deneddyl inh 0, MLLE-PAM2 inh 5, Neddyl block inactive, Rpn11 block inactive, FAS TE block -4, NadD inh 7 and Rin1 Abl inh 0.
COC(=O)c1ccc(C2Nc3cccc4cccc(c34)N2)cc1 was read as MT1-MMP act inh -2, SKN-1 inh 17, CSN deneddyl inh -14, MLLE-PAM2 inh 2, Neddyl block inactive, Rpn11 block inactive, FAS TE block 20, NadD inh 40* and Rin1 Abl inh -1.
Screening CCOC(=O)c1cc2sccc2n1CC(=O)Nc1ccc(OC)c(OC)c1 returned MT1-MMP act inh 5, SKN-1 inh 8, CSN deneddyl inh 1, MLLE-PAM2 inh -6, Neddyl block inactive, Rpn11 block inactive, FAS TE block -2, NadD inh -6 and Rin1 Abl inh 3.
Cc1ccccc1C(=O)NCC(=O)N1CCN(c2ccccn2)CC1 was read as MT1-MMP act inh -3, SKN-1 inh 6, CSN deneddyl inh -4, MLLE-PAM2 inh 5, Neddyl block inactive, Rpn11 block inactive, FAS TE block -6, NadD inh 0 and Rin1 Abl inh 4.
Screening O=C1[C@H]2[C@@H](/C=C/c3ccccc3)N3C(=O)CN(CCO)C(=O)[C@@]3(Cc3ccccc3)[C@H]2C(=O)N1c1ccccc1 returned MT1-MMP act inh 2, SKN-1 inh -8, CSN deneddyl inh -2, MLLE-PAM2 inh 8, Neddyl block inactive, Rpn11 block inactive, FAS TE block -4, NadD inh 5 and Rin1 Abl inh 5.
For CN(C)S(=O)(=O)c1cccc(NC(=O)CO/N=C(\N)c2ccccc2)c1 the results were MT1-MMP act inh 2, SKN-1 inh 13, CSN deneddyl inh -4, MLLE-PAM2 inh 3, Neddyl block inactive, Rpn11 block inactive, FAS TE block -3, NadD inh 6 and Rin1 Abl inh -1.
Brc1ccc(COn2ccnc2)cc1 was read as MT1-MMP act inh 1, SKN-1 inh 0, CSN deneddyl inh -2, MLLE-PAM2 inh 1, Neddyl block inactive, Rpn11 block inactive, FAS TE block -17, NadD inh 0 and Rin1 Abl inh 2.
Screening Cc1nc2ccc(NC(=O)c3cccs3)cc2c(=O)n1Cc1ccc(Cl)cc1 returned MT1-MMP act inh -3, SKN-1 inh 15, CSN deneddyl inh 4, MLLE-PAM2 inh 4, Neddyl block inactive, Rpn11 block inactive, FAS TE block 27, NadD inh 27 and Rin1 Abl inh -1.
Screening O=C(CSc1ccccc1C(=O)O)NCC1CCCCC1 returned MT1-MMP act inh 1, SKN-1 inh 6, CSN deneddyl inh 2, MLLE-PAM2 inh 9, Neddyl block inactive, Rpn11 block inactive, FAS TE block -2, NadD inh 2 and Rin1 Abl inh 1.
`COc1ccc(OC)c(NC(=O)CCNS(=O)(=O)c2cc(Br)cnc2N)c1` gave MT1-MMP act inh 0, SKN-1 inh 9, CSN deneddyl inh 1, MLLE-PAM2 inh 3, Neddyl block inactive, Rpn11 block inactive, FAS TE block -4, NadD inh -1 and Rin1 Abl inh -3.
`O=C(CNC(=O)C1CC(=O)N(c2cccc3ccccc23)C1)Nc1ccccc1Br` (stereo not drawn) gave MT1-MMP act inh -2, SKN-1 inh 13, CSN deneddyl inh -2, MLLE-PAM2 inh -20, Neddyl block inactive, Rpn11 block inactive, FAS TE block -5, NadD inh -5 and Rin1 Abl inh 1.
